uPA surface inh = inhibitors of cell surface uPA generation; cell surface uPA generation assay, qHTS; Potency, µM (titrated, usually from 38.3 µM), without a hit: top-dose activity change, negative = inhibition, actives largely listed as inhibitors; hit rate 0.31% among 330,000; AID 540303; active means well fitted inhibition curve with a large enough effect; inconclusive means small, poorly fitted or top-dose-only effect; inactive means no such curve, though single readings can be large or run the other way; tested in mouse RAW 264.7 cells; further: potency means the concentration at half of the fitted maximal effect; nearly all actives have a fitted effect of over 55% in size
KCNH2 3.1 inh = inhibitors of human KCNH2 3.1 potassium channel isoform; hit rate 0.95% among 340,000; activity change, % (tested at about 1.8 µM); U2OS KCNH2 3.1, thallium flux FluxOr; active compounds read low; AID 720553;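 active means maximum activity change below -70%; inconclusive means maximum activity change from -70% to -50%; inactive means maximum activity change above -50%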;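 further: thallium influx rate constant from kinetic fluorescence after stimulation buffer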
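Kinetic fluorescence (2 min after stimulation buffer) measures Tl+ influx through KCNH2 3.1 expressed by viral transduction in U2OS cells; the rate constant is normalized against DMSO controls serving as positive and negative references.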
Coupling enz = inhibits coupling enzyme system, counter-screen for aldolase hits. activity change, negative = inhibition, % at 58.2 µM, hits read low. AID 2472. coupling enzyme system counterscreen, AmpLite Red fluorescence. hit rate 0.67% among 290,000; in the data active means activity change below about -30%
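Final compound at 57.5 uM, incubated 10 min at RT with coupling enzyme reagent (glyceraldehyde-3-phosphate), then 20 min with substrate and AmpLite Red detection. Fluorescence read at 525/598 nm; tests interference with the coupling assay, not aldolase inhibition.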
GALK inhibitor = galactokinase (human) inhibition; P51570; Purified GALK, Kinase-Glo residual ATP luminescence; hit rate 0.007% among 270,000; Potency, µM (doses to about 57.5 µM), without a hit: top-dose activity change, negative = inhibition, usual class: inhibitors; further: potency means the concentration at half of the fitted maximal effect
Target sequence (P51570 whole entry, looked up): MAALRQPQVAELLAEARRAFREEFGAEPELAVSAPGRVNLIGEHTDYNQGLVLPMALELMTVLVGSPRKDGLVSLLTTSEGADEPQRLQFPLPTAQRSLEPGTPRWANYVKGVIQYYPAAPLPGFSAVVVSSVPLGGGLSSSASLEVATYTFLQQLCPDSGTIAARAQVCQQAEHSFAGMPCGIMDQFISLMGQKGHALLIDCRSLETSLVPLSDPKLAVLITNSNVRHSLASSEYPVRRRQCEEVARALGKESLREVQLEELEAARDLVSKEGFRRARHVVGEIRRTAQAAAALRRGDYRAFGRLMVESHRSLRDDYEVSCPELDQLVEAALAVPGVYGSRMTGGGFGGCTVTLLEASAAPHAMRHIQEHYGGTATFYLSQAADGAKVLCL
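Kinase-Glo Plus luminescence measured ATP left after a 1 h room-temperature reaction. The reaction used 5 nM GALK, 100 uM galactose and 35 uM ATP at pH 8.0 (20 mM HEPES, 5 mM MgCl2, 60 mM NaCl, 1 mM DTT, 0.01% BSA).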
Eya2 phos inh = blocks the phosphatase activity of human Eya2; O00167; recombinant Eya2, OMFP fluorescence dephosphorylation (OMFP is methylfluorescein phosphate); Potency, µM (titrated, usually from 76.9 µM), inactives show top-dose activity, negative = inhibition, hits mostly inhibitors; hit rate 0.006% among 330,000; AID 488837; further: potency means the concentration at half of the fitted maximal effect
Target sequence (O00167 whole entry, looked up): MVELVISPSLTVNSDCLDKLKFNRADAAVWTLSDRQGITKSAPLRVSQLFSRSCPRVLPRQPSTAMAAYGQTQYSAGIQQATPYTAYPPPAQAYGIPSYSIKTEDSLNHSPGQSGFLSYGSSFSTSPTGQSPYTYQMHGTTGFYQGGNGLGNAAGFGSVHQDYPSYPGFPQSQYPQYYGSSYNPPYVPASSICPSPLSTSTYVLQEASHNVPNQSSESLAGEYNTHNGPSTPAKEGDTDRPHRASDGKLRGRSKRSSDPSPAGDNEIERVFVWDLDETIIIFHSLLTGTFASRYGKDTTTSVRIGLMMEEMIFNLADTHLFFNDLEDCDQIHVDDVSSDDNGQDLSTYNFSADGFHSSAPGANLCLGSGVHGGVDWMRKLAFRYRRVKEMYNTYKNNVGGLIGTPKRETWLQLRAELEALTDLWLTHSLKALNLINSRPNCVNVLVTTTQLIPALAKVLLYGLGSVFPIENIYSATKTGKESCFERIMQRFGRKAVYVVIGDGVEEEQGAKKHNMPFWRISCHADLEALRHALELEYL
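Eya2 protein (added as 0.2 uM solution) was preincubated with compound for 10 min at ambient temperature in 50 mM HEPES pH 7.5, 50 mM NaCl, 5 uM MgCl2, 0.05% BSA, 1 mM DTT. OMFP (added at 50 uM) then reacted 10 min; fluorescence read at 485/525 nm.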
B2AR arrestin = beta2AR (human) beta-arrestin recruitment activity. Potency, µM (titrated, usually from 46.1 µM), for the others: at the highest dose activation, most hits filed as activators. beta-arrestin recruitment to beta2AR, cell-based reporter. P07550. AID 492947. hit rate 0.02% among 330,000;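 further: potency means the concentration at half of the fitted maximal effect; 0% = DMSO controls and full agonism = EC100 isoproterenol or metaproterenol; nearly all actives have a fitted effect of over 65% in size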
Giardia kill = Giardia lamblia killing. activity change, % at 7.66 µM, hits read low. Giardia lamblia trophozoite viability. AID 540267. hit rate 0.15% among 340,000; in the data active means activity change below about -80%; inconclusive means between about -30% and that limit;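 further: parasites exposed to compound for two days anaerobically before the ATP read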
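Giardia trophozoites, 100 cells per well, were exposed to compounds for 48 hrs at 37 deg C under anaerobic conditions; viability was then read as ATP content by bioluminescence after 15-30 min at room temperature.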
PKM2 act = PKM2 (human) enzyme activation; AID 1631; P14618; purified PKM2, Kinase-Glo ATP luminescence, activation; response scale: 0% is enzyme alone, no compound; hit rate 0.34% among 260,000; Potency, µM (top dose mostly 57.5 µM), for the others: at the top dose activation, most hits filed as activators; further: potency means the concentration at half of the fitted maximal effect; nearly all actives have a fitted effect of over 55% in size
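Kinase-Glo luminescence reports ATP generated from ADP (0.1 mM) and PEP (0.5 mM) by purified hPK-M2 after 1 h at room temperature, pH 7.2 imidazole buffer; intermediate enzyme activity allows detecting inhibitors and activators.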
KCNH2 WT inh = inhibitors of human wildtype KCNH2 potassium channel; activity change, % at 1.84 µM; U2OS, BacMam KCNH2, thallium flux FluxOr; active compounds read low; hit rate 0.37% among 340,000; AID 720551;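 active means maximum activity change below -70%; inconclusive means maximum activity change between -70% and -50%; inactive means maximum activity change above -50%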
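U2OS cells transduced with wild-type KCNH2 virus are loaded with FluxOr dye for 45 min, and thallium flux is measured in kinetic reads before and after stimulation buffer. Rate constants are normalized to DMSO controls.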
USP2a inh = blocks human ubiquitin-specific protease USP2a. O75604. Potency, µM (doses to about 38.3 µM), inactives show top-dose activity change, negative = inhibition, hits mostly inhibitors. hit rate 0.01% among 330,000. USP2 core, Ub-CHOP2 coupled fluorogenic reporter, 485/531;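 further: potency means the concentration at half of the fitted maximal effect; plate controls were DMSO wells for no effect and full inhibition by NEM control for full effect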
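Deubiquitinase activity read as fluorescence (485/531 nm) after Ub-CHOP2 cleavage activates the enterokinase reporter on its substrate; USP2 core 10nM, Ub-CHOP2 and substrate 25nM each, 30min compound preincubation then 60min RT; data normalized to NEM, curves fitted.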
BCR signal inh = chronic active BCR signaling inhibition. hit rate 0.05% among 340,000. ABC-DLBCL IkBa-CBG/CBR reporter, luminescence ratio, 4 h. Potency, µM (doses to about 46.1 µM), without a hit: at the top dose ratio change, negative = lower green/red ratio, hits mostly inhibitors; active means well fitted inhibition curve with a large enough effect in the signal ratio, with a control signal flat, not every such curve was filed as active; inconclusive means small, poorly fitted or top-dose-only effect, or effect the other way, or a change in a side signal; the % refers to the signal ratio;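 further: potency means the concentration at half of the fitted maximal effect; plate controls were basal doxycycline-induced cells for no effect and cells given 10 µM MG132 for full effect; MG132 reads +100%, hits lower the ratio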
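Cell line TMD8 (human ABC DLBCL), stably expressing tet-inducible CBG68-IkBa fusion and CBR; IMDM/0.5% FBS; cpd up to 46 uM; dox induction, 4 h, 37C/5% CO2; dual luminescence; green/red ratio; MG132 control.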
The depositor's hits bear a star; ? = inconclusive; / = not tested or not shown; [ ] = remark or other dose. Unless noted, the call rests on the fitted dose curve; in most records, active means well fitted curve in the direction sought with a large enough effect; inconclusive means small, poorly fitted or top-dose-only effect, or another doubt; inactive means no such curve, though single readings can be large; an effect the other way counts as inactive or inconclusive. Unless noted, on the % scale 0 is the no-effect control and ±100 the full control effect.

SMILES	uPA surface inh	KCNH2 3.1 inh	Coupling enz	GALK inhibitor	Eya2 phos inh	B2AR arrestin	Giardia kill	PKM2 act	KCNH2 WT inh	USP2a inh	BCR signal inh
COCCNC(=O)c1ccc2c(=O)n(Cc3ccco3)c(SCC(=O)NC3CCCCC3)nc2c1	1%	/	2	3%	-7%	-1.3%	14	1%	3	-8%	?
CCc1nc(N)c(C#N)c(-c2ccc(O)c(OC)c2)c1C	-5%	4	1	17%	15%	-0.3%	8	0%	-12	0%	0%
CCCN(CC(=O)Nc1ccccc1C)C(=O)CC(NC(=O)c1ccccc1)c1ccccc1 (configuration not stated)	9%	-7	/	/	16%	0.4%	-9	/	6	1%	-7%
C=CCn1c(SC(C)C(=O)NC2(C#N)CCCCC2)nnc1-c1ccc(OC)cc1 (configuration not stated)	3%	-14	-1	0%	-13%	-0.1%	5	-4%	1	4%	10%
Cc1nc2c(c(=O)n1CCC1=CCCCC1)c1nc3ccccc3nc1n2/N=C/c1ccco1	9%	-16	-1	2%	0%	0.2%	19	15%	1	0%	11%
COc1ccc(CCNC2CC(C)N(C)CC2C)cc1OC (configuration not stated)	/	/	-1	1%	-16%	-0.2%	17	6%	9	2%	-1%
NS(=O)(=O)c1ccc(NC(=O)CN2CCN(S(=O)(=O)/C=C/c3ccccc3)CC2)cc1	-1%	-3	2	-2%	?	-0.7%	-4	-1%	18	0%	1%
Cc1ccc(S(=O)(=O)N(C)c2ccc(C(=O)Nc3cccnc3)cc2)cc1	5%	11	/	-5%	8%	-1.2%	15	-3%	12	1%	-4%
CCOC(=O)CSc1nnc2c3ccccc3n(CC)c2n1	8%	13	4	0%	-6%	-0.4%	-25	0%	-6	1%	-1%
Cc1ccc(S(=O)(=O)N(C)Cc2ccc(C(=O)N/N=C3\CC(=O)CC(C)(C)C3)cc2)cc1	2%	-10	2	1%	-4%	-1.8%	9	8%	-10	2%	-1%
CCCCn1c(N)c(N(CC(C)C)C(=O)c2oc3ccc(OC)cc3c2C)c(=O)[nH]c1=O	-3%	0	/	/	-5%	-0.5%	1	/	3	0%	2%
CCOc1ccc(NCc2nnc(SCc3ccccc3Cl)n2-c2ccccc2)cc1	/	-2	4	-1%	-2%	-0.2%	-3	1%	31	4%	?
CCOC(=O)Cn1ncn(-c2ccc(OC(F)(F)F)cc2)c1=O	-2%	-2	0	1%	4%	-0.7%	3	1%	0	1%	14%
C/C(=N\NC(=O)c1c(C)nc2ccccn12)c1ccccc1F	1%	10	3	1%	14%	0.3%	10	/	-1	0%	0%
COc1ccc(S(=O)(=O)c2c[nH]c(=S)[nH]c2=O)cc1Cl	0%	-1	7	/	14%	0.4%	24	/	-5	1%	7%
Cc1cccc(N2CCN(C(=O)CCC(=O)N3CCOc4ccc(Cl)cc43)CC2C)c1 (configuration not stated)	?	-23	2	/	-12%	-0.8%	12	2%	-3	-1%	?
Cc1c(NC(=O)CSc2ccc3ccccc3n2)c(=O)n(-c2ccccc2)n1C	0%	6	/	/	11%	0.2%	9	/	-7	1%	?
COCCCNC(=S)NNC(=O)c1cc(Cl)c(O)c(Cl)c1	-5%	-5	6	-2%	13%	-0.8%	6	-10%	-4	2%	1%
CC1(C)CC(=O)N(CC(=O)NCc2ccc(F)cc2)c2ccccc2S1(=O)=O	-3%	3	2	1%	-12%	0.0%	41[activator]	11%	-6	-1%	13%
N#Cc1ccc(OCC(=O)NNC(=S)NC2CCCCC2)cc1	-1%	7	/	/	-2%	0.0%	-18	/	-5	-1%	7%
O=C(CN1CCN(Cc2ccccc2)CC1)Nc1ccc([N+](=O)[O-])cc1C(=O)Nc1ccccc1F	?	-103*	0	1%	5%	-0.9%	6	-12%	-82*	1%	?
Cc1ccccc1-n1nnnc1SC(C)C(=O)NC1CCCc2ccccc21 (configuration not stated)	1%	2	0	-2%	-2%	0.3%	-30	-8%	8	0%	-1%
O=C(OCCN1CCCCC1)c1cccc(Cl)c1	10%	-7	0	-3%	3%	-0.1%	-29	-3%[11.5 µM]	-2	1%	3%
CCOC(=O)c1ccc2c(c1)N(CC)C(=O)c1ccccc1S2	-3%	-15	3	6%	-19%	0.1%	15	/	6	2%	?
CSc1ccc(S(=O)(=O)NCC(=O)OCC(=O)N2CC(C)CC(C)C2)cc1[N+](=O)[O-] (configuration not stated)	-10%	13	/	/	9%	-0.4%	13	/	-10	-1%	5%

The last 2 entries of the part above lead into the next.
SMILES	uPA surface inh	KCNH2 3.1 inh	Coupling enz	GALK inhibitor	Eya2 phos inh	B2AR arrestin	Giardia kill	PKM2 act	KCNH2 WT inh	USP2a inh	BCR signal inh
CCOC(=O)c1ccc2c(c1)N(CC)C(=O)c1ccccc1S2	-3%	-15	3	6%	-19%	0.1%	15	/	6	2%	?
CSc1ccc(S(=O)(=O)NCC(=O)OCC(=O)N2CC(C)CC(C)C2)cc1[N+](=O)[O-] (configuration not stated)	-10%	13	/	/	9%	-0.4%	13	/	-10	-1%	5%
CCN(C[C@H]1N[C@@](Cc2ccccc2)(C(=O)OC)[C@H]2C(=O)N(C)C(=O)[C@@H]12)C(=O)COC	7%	27	/	/	5%	-1.9%	-5	/	17	5%	-3%
CCCCNC(=O)c1ccc2c(SCC(=O)O)c3c(nc2c1)CCCC3	3%	-10	2	/	-10%	2.3%	-4	2%	0	1%	?
O=C1NC(c2ccc(Cl)c([N+](=O)[O-])c2)Nc2ccccc21 (configuration not stated)	?	-8	0	0%	3%	-0.1%	-4	?	7	8%	12%
O=C(NCCCN1CCCC1=O)c1ccc2c(=O)n(-c3ccccc3F)c(=S)[nH]c2c1	2%	-15	2	11%	13%	-0.2%	5	/	-14	0%	9%
CCCN1CCN(C(=O)C2CCN(S(=O)(=O)c3c(C)noc3/C=C/c3ccc(C)cc3)CC2)CC1	?	7	/	-7%	-9%	-0.7%	8	/	5	3%	-10%
COc1cc(CN(C(=O)c2cccs2)C2CCS(=O)(=O)C2)cc(OC)c1OC (configuration not stated)	-7%	11	6	-1%	-3%	-0.1%	-3	-10%[0.46 µM]	-6	1%	-10%
CCOC(=O)C1CCN(S(=O)(=O)c2ccc(-c3cc(C(F)(F)F)n(C)n3)s2)CC1	4%	1	-1	0%	-17%	-0.5%	27	-2%	9	0%	?
CC1CC(C)CN(CCCNS(=O)(=O)c2ccc3c(c2)oc(=O)n3C)C1 (configuration not stated)	1%	/	/	-4%	1%	-0.4%	14	1%	10	-1%	-1%
Oc1ccc(C2=NNC(c3ccc(O)cc3)=NN2)cc1	4%	6	1	-1%	12%	0.0%	-9	/	11	-2%	?
Cc1ccc(CNc2cnccn2)cc1	/	12	0	1%	7%	0.0%	-11	3%	2	1%	-1%
COc1ccc(C)cc1NC(=O)CN1C(=O)c2cccc3cccc1c23	0%	-11	-2	4%	-34%	-0.1%	-12	-6%	-8	3%	?
CCOc1ccc(S(=O)(=O)N2CCOCC2)cc1NC(=O)C1=COCCO1	3%	-13	/	/	0%	0.1%	-7	/	-45	1%	-3%
O=S1(=O)CCN(Cc2ccccn2)CC1	-6%	4	0	-2%	8%	-0.1%	-9	-6%	-6	-5%	?
CC(C)Nc1ccc(C(CC(N)=O)NC(=O)c2ccc(Br)cc2)cc1[N+](=O)[O-] (configuration not stated)	?	-42	-3	-3%	-7%	0.0%	0	-1%	-11	2%	-12%
COc1ccc(C(=O)NC(=O)COC(=O)C2COc3ccccc3O2)cc1 (configuration not stated)	4%	5	1	0%	7%	-0.1%	-2	0%	11	2%	1%
COc1ccc(C(=O)O)cc1S(=O)(=O)NC(C)C12CC3CC(CC(C3)C1)C2 (configuration not stated)	-1%	-5	/	/	-10%	0.5%	4	/	-15	-1%	3%
COc1ccc(SCC(=O)Nc2ccc(N3CCN(C)CC3)c(F)c2)cc1	-20%	7	-1	-1%	7%	-0.1%	-11	3%	6	0%	-8%
Cc1ccc(C)c(N2CCN(C(=O)CCc3nc(-c4cccc(Cl)c4)no3)CC2)c1	16%	-2	/	/	2%	0.0%	-4	/	-18	-2%	?
CC(C)(C)OC(=O)NCC12C=CC(O1)C1C(=O)N(Cc3ccccc3)C(=O)C12 (configuration not stated)	5%	-15	2	0%	-1%	0.4%	1	21%	-12	3%	?
CC(=O)Cc1nsc(NC(=O)c2cc(-c3cccc(C(F)(F)F)c3)oc2C)n1	/	-8	-1	0%	7%	-0.3%	18	7%	-13	3%	?
Cc1ccc(NC(=O)c2ccc(-c3nn(C)c(=O)c4ccccc34)cc2)c(C)c1	-7%	-3	5	0%	0%	0.2%	2	5%	0	-1%	?
COCCNS(=O)(=O)c1cc(-c2nn(C)c(=O)c3ccccc23)ccc1C	-8%	26	0	8%	19%	-0.1%	-11	-1%	-14	1%	-18%
Cc1cc(C(=O)N2CCCC(C(=O)c3ccc(Cl)cc3C)C2)no1 (configuration not stated)	-4%	/	/	-2%	5%	0.2%	-3	-5%	17	-4%	-6%

From PubChem
